Compound activity (PubChem)
HSF1 activator = HSF-1 activators, primary screen, NIH3T3-HGL cells, MG132 stress, luminescence, single point; NIH3T3-HGL HSF-1 luciferase reporter, 8 h; 100% = twice DMSO control signal; activation, % at 9 µM; 300,000 tested, 1.7% active; AID 504408, 2011;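 active means mean replicate activation of at least 50% with a set share of replicates each reaching 50%; inconclusive means only one of those two conditions met; inactive means mean below 50% and too few replicates reaching it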;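 further: 0% = median of the neutral control wells and 100% = twice that signal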
KLF5 inhibitor = KLF5 expression inhibitors, primary screen, DLD-1 cells, luminescence; DLD-1 KLF5 promoter-luciferase reporter; 290,000 tested, 0.23% active; inhibition, % at 5 µM; AID 1700, 2009;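 active means inhibition above a per-plate limit of that plate's mean compound inhibition plus 3 SD, cut at about 60% in these data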;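 further: 0% = DMSO wells and 100% = LY294002 at 200 µM; higher means less KLF5 promoter-driven luciferase light; inactives centre near -14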
IEC-6 cytotox = cytotoxicity in IEC-6 intestinal epithelial cells, primary screen, cytotoxicity control for KLF5 inhibitor project, cell-based, luminescence; IEC-6 cytotoxicity, luminescence viability; inhibition, % at 5 µM; 290,000 tested, 0.78% active; AID 1825, 2009; in the data active means inhibition above about 22%;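 further: 0% = plate median of test compound wells and 100% = cytotoxic reference compound wells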
HIF activator = HIF pathway transcriptional activators, primary screen, cell-based, U2OS HRE-luciferase, luminescence. 300,000 tested, 0.32% active. activation, % at 7.5 µM (by protocol). U2OS HRE-luciferase reporter; normalized: DMSO 0%, desferrioxamine 100%;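 active means mean activation of at least 10% of the iron chelator positive control signal, with at least half of replicates also reaching 10%; inconclusive means mean and replicate majority disagree about reaching 10%; inactive means mean and most replicates under 10%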
aSyn 5UTR inh = MLPCN primary screen, SNCA 5' untranslated region; AID 1813, 2009; inhibition, % (tested at 7.5 µM); alpha-synuclein 5'UTR reporter, inhibitor activity; 300,000 tested, 0.82% active; in the data active means inhibition above about 60%; inconclusive means no clear call, values can overlap the other calls;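 further: H4 neuroglioblastoma cells stably carrying SNCA 5'UTR luciferase fusion; 0% = DMSO wells and 100% = positive control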
HDAC3 inhib = HDAC3 deacetylase inhibitors, primary screen, biochemical, fluorescence, cell-free homogeneous | inhibition, % at 8.3 µM | Histone deacetylase 3 (Homo sapiens), O15379 | recombinant HDAC3, fluorogenic peptide/trypsin coupled | 320,000 tested, 0.15% active; in the data active means inhibition above about 26%, passing the limit was not always enough; inconclusive means no clear call, values can overlap the other calls
Target sequence (O15379 whole entry, looked up): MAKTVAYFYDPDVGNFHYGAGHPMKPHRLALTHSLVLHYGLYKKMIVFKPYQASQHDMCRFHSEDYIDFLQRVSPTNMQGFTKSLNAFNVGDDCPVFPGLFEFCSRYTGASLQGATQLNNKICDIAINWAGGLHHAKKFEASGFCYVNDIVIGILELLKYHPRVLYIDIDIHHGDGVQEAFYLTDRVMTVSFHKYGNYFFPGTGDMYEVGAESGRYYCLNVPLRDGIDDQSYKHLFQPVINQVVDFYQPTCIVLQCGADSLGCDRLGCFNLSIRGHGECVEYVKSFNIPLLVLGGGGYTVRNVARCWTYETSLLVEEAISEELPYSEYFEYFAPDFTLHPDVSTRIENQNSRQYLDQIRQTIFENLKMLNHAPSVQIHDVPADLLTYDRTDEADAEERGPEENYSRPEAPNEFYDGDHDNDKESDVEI
Platelet DG rel = inhibitors of platelet dense granule secretion, primary screen, cell-based, MLPCN, human platelets; human platelet-rich plasma, SFLLRN dense granule ATP release, luminescence; inhibition, %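 (compounds screened at 7.5 µM in platelet-rich plasma)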; 300,000 tested, 0.22% active;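 active means mean replicate score, as percent of positive control, at or above 50; inconclusive means mean below 50 but at least one replicate at or above 50; inactive means mean and every replicate below 50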
HSF1 inhib = HSF1 inhibitors in luciferase reporter cells, primary screen, cell-based, NIH3T3, luminescence. NIH3T3-HGL HSE-luciferase, MG132-induced, luminescence 8 h; stronger effect = lower value. activity change, negative = inhibition, % at 7.5 µM (by protocol). 300,000 tested, 0.77% active;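 active means more than half of replicate wells show activity change below -50%, luminescence cut by over half; inconclusive means some wells, but at most half, below -50%; inactive means no replicate well below -50%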;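 further: luciferase reports HSF-1 transcriptional activity via heat shock element; 0% = median of DMSO wells and -100% = zero luminescence signal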
AI-2 QS modul = Vibrio harveyi AI-2 quorum sensing modulators, primary screen, JMH597 strain, luminescence/OD600 ratio | Vibrio harveyi JMH597 AI-2 luminescence/OD600 ratio, 9 h; stronger effect = lower value; strain lacks LuxN and CqsS sensors; 0 = neutral-control median | activity change, % at 7.5 µM | 300,000 tested, 0.4% active | AID 2094, 2009; in the data active means activity change below about -75%, passing the limit was not always enough; inconclusive means no clear call, values can overlap the other calls;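 further: luminescence divided by OD600 gain over 9 h not by final OD600 alone; inactives centre near 13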
HSP90 refold inh = HSP90 inhibitors, primary screen, cell lysate, luminescence. Rabbit reticulocyte lysate, luciferase refolding luminescence, 3 h. inhibition, % at 5.6 µM. 290,000 tested, 0.91% active. AID 1789, 2009;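 active means inhibition above the screen-wide mean plus 3 SD, computed separately per campaign, cut at about 16% in these data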;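 further: 0% = DMSO wells and 100% = 60 µM geldanamycin wells; inhibitors lower the luminescence because luciferase stays unfolded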
* marks the source's active call; other numbers are inactive results; ? = inconclusive; . = not tested or not shown.

SMILES	HSF1 activator	KLF5 inhibitor	IEC-6 cytotox	HIF activator	aSyn 5UTR inh	HDAC3 inhib	Platelet DG rel	HSF1 inhib	AI-2 QS modul	HSP90 refold inh
O=C(COC(=O)c1ccccc1O)Nc1cccnc1Cl	18	-26	7	-0.1	4	-4	13	0	13	0
COC(=O)c1sc(NC(=O)C2CCCO2)c(C(=O)OC)c1C (stereo not drawn)	-17	-13	0	1.2	0	2	7	2	11	-3
O=S(=O)(Nc1ccccc1)c1ccc(NS(=O)(=O)c2c(F)cccc2F)cc1	3	-33	-1	-0.9	11	-2	7	5	.	2
CC(C)(C)N(Cc1ccccc1)C(=O)CSc1nnc(CNc2ccc(F)cc2)o1	9	-56	-1	-0.3	0	5	-5	-1	0	3
COCCOc1cc(-n2cccc2)c(Cl)cc1Cl	10	0	-6	-0.4	-11	3	-3	-7	23	0
CC(=O)c1cccc(NC(=O)c2sc3nc4n(c(=O)c3c2C)CCCC4)c1	14	-57	1	0.1	-5	5	-1	11	18	-4
CCOC(=O)CSc1nc2sc(C(=O)O)c(C)c2c(=O)[nH]1	7	-10	-4	-0.3	12	8	-2	-2	13	0
OCCCCCNc1ncnc2ccccc12	-7	-26	6	0.6	4	-3	-6	-10	0	1
COc1cc(/C=N/n2cnnc2)ccc1OS(=O)(=O)c1ccccc1[N+](=O)[O-]	0	7	10	0.0	-178	2	-1	8	-3	5
O=C(COc1ccccc1)Nc1ncn[nH]1	-23	-37	0	0.7	-22	-1	6	-16	20	4
COc1ccc(CNC(=O)CNS(=O)(=O)c2cccc(C#N)c2)cc1OC	-10	-4	2	2.1	9	-2	-4	-2	22	1
Cc1ccnc(N/C=C(/NC(=O)c2ccccc2)C(=O)N/N=C\c2ccc(F)cc2)n1	0	-23	-5	-0.1	15	4	-25	-7	5	4
CCC1Sc2ccc(S(=O)(=O)CCC(=O)Nc3ccc(C(=O)OC)cc3)cc2NC1=O (stereo not drawn)	0	-23	0	0.0	1	3	-2	-9	27	-4
Cn1nnnc1P(=O)(c1ccccc1)c1ccccc1	1	15	2	-0.2	7	1	-1	-4	18	-3
COc1ccc(S(=O)(=O)N2CCC(C(=O)NC3CCCCC3)CC2)cc1OC	0	.	.	0.7	7	-3	.	0	22	.
O=C(Nc1cccc(Cl)c1)Nc1cc(S(=O)(=O)N2CCOCC2)ccc1N1CCCC1	1	-4	4	-1.2	-14	11	14	2	27	-2
O=C(NCC(c1ccco1)N1CCN(c2ccc(F)cc2)CC1)C(=O)NC1CCCCC1 (stereo not drawn)	-1	.	.	0.3	16	-7	-9	3	22	.
COc1cccc(CNC(=O)Cn2nc([N+](=O)[O-])c(Br)c2C)c1	-41	-51	-8	-0.3	-1	7	3	-25	.	-1
COc1ccc(CCNC(=O)C(=O)NCc2ccc(C)cc2)cc1OC	-5	-8	-4	-0.1	24	-3	8	-4	15	-3
CCN(C(=O)CN1CCN(c2cccc(Cl)c2)CC1)c1c(N)n(Cc2ccccc2)c(=O)[nH]c1=O	29	7	-3	0.1	9	4	-5	2	18	-1
COc1ccc(OCC(=O)N/N=C/C2CC=CCC2)cc1 (stereo not drawn)	-7	0	4	-0.5	19	7	0	7	0	4
Cc1ccc2c(c1)/C(=N/OC(=O)c1ccc(F)cc1)CCS2	5	-22	0	-0.3	-28	-1	-7	5	-4	1
COc1ccc(C2C3=C(Nc4ncnn42)c2ccccc2CC3)cc1OC (stereo not drawn)	-5	-37	-1	0.1	1	3	-1	0	14	0
CC(=O)Nc1ccc(S(=O)(=O)NCCSCc2ccccc2Cl)cc1	2	-57	2	-0.8	-6	3	-13	0	-11	-6
CC1CN(Cc2ccc(Cl)cc2Cl)CC(C)O1 (stereo not drawn)	-12	-11	-8	0.8	-14	-7	0	-14	19	0

An excerpt from above in order of the HSF1 inhib value, rising:
SMILES,HSF1 inhib
CCC1Sc2ccc(S(=O)(=O)CCC(=O)Nc3ccc(C(=O)OC)cc3)cc2NC1=O (stereo not drawn),-9
Cn1nnnc1P(=O)(c1ccccc1)c1ccccc1,-4
COC(=O)c1sc(NC(=O)C2CCCO2)c(C(=O)OC)c1C (stereo not drawn),2
O=S(=O)(Nc1ccccc1)c1ccc(NS(=O)(=O)c2c(F)cccc2F)cc1,5

New compounds follow.
SMILES	HSF1 activator	KLF5 inhibitor	IEC-6 cytotox	HIF activator	aSyn 5UTR inh	HDAC3 inhib	Platelet DG rel	HSF1 inhib	AI-2 QS modul	HSP90 refold inh
O=c1nc(/C=C/c2cccn2-c2ccc([N+](=O)[O-])cc2)cc(C(F)(F)F)[nH]1	-4	21	-9	-0.5	-12	10	11	-8	22	-1
O=C(Nc1ccc(C(=O)OC2CCCCC2)cc1)c1ccncc1	-21	-32	21	-2.0	22	3	21	1	.	0
COc1cc(/C=N/NC(=O)c2cc(-c3ccccc3)nc3ccccc23)ccc1O	19	-16	0	-0.1	0	10	6	2	9	2
COc1cccc2c(=O)n(CC(=O)N3CCCCC3)ccc12	15	-27	-1	-0.4	1	-5	0	-1	15	0
CCN(CC)CCN1c2ccccc2Sc2ccccc21	-5	-27	-5	-0.7	-1	2	11	-7	23	-3
CN1C(=O)c2ccc(NC(=O)c3cccc4ccccc34)cc2C1=O	-8	-11	5	1.0	-10	6	6	7	1	2
O=C1Nc2ccccc2C1=Nc1ccc(-c2nnc3n2CCCCC3)cc1	12	-8	4	0.2	13	-2	?	1	17	0
CN(C)S(=O)(=O)c1ccc(C(=O)NCC(C)(C)N2CCOCC2)cc1	-7	11	-2	0.2	3	-1	8	3	6	2
COCCN1C2=C(C(=O)CC(C)(C)C2)C(c2ccc(O)c(OC)c2)C2=C1CC(C)(C)CC2=O	-7	-28	-5	1.3	6	1	-1	-2	22	3
COc1cccc(NC(=O)CN2CCN(c3ccc(F)cc3)CC2)c1	-4	13	-4	-0.1	-14	0	-3	4	-3	0
CN(C)S(=O)(=O)c1cccc(NC(=O)c2cncc(Br)c2)c1	-3	-20	-2	0.6	-23	-2	-3	0	32	-2
Cc1ccccc1Cn1nc(C)c(NC(=O)C(F)(F)F)c1C	22	-10	-2	0.1	9	-4	-6	-6	17	-3
COC(c1ccccc1)c1nnc(CCC(=O)NCCc2ccc(Cl)cc2)o1 (stereo not drawn)	-3	-7	-6	-19	2	8	1	-3	15	-4
Cc1ccc(-c2c(C(=O)N/N=C/c3ccc4c(c3)OCO4)nnn2-c2nonc2N)cc1	1	-3	-7	0.0	15	-8	-16	0	15	0
COc1ccc(S(=O)(=O)N(C)C)cc1NCC(=O)Nc1ccc(Br)c(C)c1	12	3	18	-0.1	-22	7	2	1	17	-3
CSCCC(NC(=O)c1ccccc1)C(=O)NCc1ccc(S(N)(=O)=O)cc1 (stereo not drawn)	-3	-16	1	-0.6	5	-3	19	0	14	-1
CCOC(=O)c1ccccc1N/C=C/C(=O)c1ccccc1	-15	-54	3	1.8	-5	12	-3	-11	21	0
COC(=O)NC(NC(=S)Nc1cccc(C)c1)C(Cl)(Cl)Cl (stereo not drawn)	-5	8	0	-0.2	1	-6	7	-4	6	5
N#C/C(=C/c1ccc(Br)s1)C(=O)NCCc1c[nH]c2ccccc12	18	10	2	0.5	7	2	14	5	-4	-4
CCOC(=O)c1ccc(NC(=S)NCc2ccc(S(N)(=O)=O)cc2)cc1	-9	-3	-3	-1.2	8	5	-11	0	22	1
CC(=O)c1cccc(N2C(=O)Nc3ccccc3N2O)c1	15	-38	-9	2.6	-17	-9	-9	9	4	1
O=C(c1cccs1)N1CCN(Cc2nc3ccccc3c(=O)[nH]2)CC1	-5	-7	1	0.1	7	0	-2	-1	37	-2
COc1ccc(-c2csc3ncnc(N4CCN(S(=O)(=O)c5ccc(C(C)=O)cc5)CC4)c23)cc1	15	.	.	0.3	-8	1	5	18	34	.
NC(Cc1ccc2nsnc2c1)C(=O)O (stereo not drawn)	-8	-21	1	0.2	-3	7	-7	0	18	4
COc1ccc(/C=N/Nc2nc(C(=O)O)cs2)cc1	1	-28	-14	1.5	-78	-1	6	2	24	66*

Seven compounds out of the list, sorted by number of heavy atoms, ascending.
SMILES	HSF1 activator	KLF5 inhibitor	IEC-6 cytotox	HIF activator	aSyn 5UTR inh	HDAC3 inhib	Platelet DG rel	HSF1 inhib	AI-2 QS modul	HSP90 refold inh
COc1ccc(/C=N/Nc2nc(C(=O)O)cs2)cc1	1	-28	-14	1.5	-78	-1	6	2	24	66*
CCN(CC)CCN1c2ccccc2Sc2ccccc21	-5	-27	-5	-0.7	-1	2	11	-7	23	-3
COc1cccc2c(=O)n(CC(=O)N3CCCCC3)ccc12	15	-27	-1	-0.4	1	-5	0	-1	15	0
O=C(Nc1ccc(C(=O)OC2CCCCC2)cc1)c1ccncc1	-21	-32	21	-2.0	22	3	21	1	.	0
O=C(c1cccs1)N1CCN(Cc2nc3ccccc3c(=O)[nH]2)CC1	-5	-7	1	0.1	7	0	-2	-1	37	-2
CSCCC(NC(=O)c1ccccc1)C(=O)NCc1ccc(S(N)(=O)=O)cc1 (stereo not drawn)	-3	-16	1	-0.6	5	-3	19	0	14	-1
COc1cc(/C=N/NC(=O)c2cc(-c3ccccc3)nc3ccccc23)ccc1O	19	-16	0	-0.1	0	10	6	2	9	2

Further results follow:
SMILES	HSF1 activator	KLF5 inhibitor	IEC-6 cytotox	HIF activator	aSyn 5UTR inh	HDAC3 inhib	Platelet DG rel	HSF1 inhib	AI-2 QS modul	HSP90 refold inh
Cc1ccc2nc(NNC(=O)c3ccc4c(c3)OCCO4)sc2c1	6	-12	9	0.4	-30	1	-44	2	-58	-1
CC(C)N1CC(C(=O)Nc2ccccc2)CC1=O (stereo not drawn)	0	-24	-7	0.0	-11	8	-13	-2	19	-1
COc1cccc(NC(=O)NC2CCN(Cc3nnnn3Cc3ccc4c(c3)OCO4)CC2)c1	4	-10	7	-0.2	29	-1	-1	-2	1	8
COCCCNc1nc(CC(C)C)nc2c1nnn2Cc1ccccc1	11	-16	-7	0.3	-4	-2	-3	5	9	-2
COC(=O)CNc1nc(Cl)nc(Nc2ccc(Cl)cc2)n1	10	-1	-4	0.1	-5	-2	-5	2	4	0
CN(C)CCCN(C(=O)COc1ccc(Cl)cc1)c1nc2c(F)cccc2s1	17	-19	2	-0.1	1	-2	-4	-12	72	2
C/C(=N/NC(=O)CN(c1ccccc1)S(=O)(=O)c1ccccc1)c1ccccc1O	-8	22	46*	-3.7	-7	1	-5	-1	25	0

2 compounds picked at random from those above:
SMILES	HSF1 activator	KLF5 inhibitor	IEC-6 cytotox	HIF activator	aSyn 5UTR inh	HDAC3 inhib	Platelet DG rel	HSF1 inhib	AI-2 QS modul	HSP90 refold inh
C/C(=N/NC(=O)CN(c1ccccc1)S(=O)(=O)c1ccccc1)c1ccccc1O	-8	22	46*	-3.7	-7	1	-5	-1	25	0
COCCCNc1nc(CC(C)C)nc2c1nnn2Cc1ccccc1	11	-16	-7	0.3	-4	-2	-3	5	9	-2
